# CHT block: human CHT choline transport inhibition | Q9GZV3 | CHT-expressing cells, membrane potential dye, choline response; active compounds read low | B-score at 10 µM | 0.86% of 310,000 active | AID 488975;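 active means B-score over 3 SD under the library average, and starting fluorescence ratio not unusually high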;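 further: choline stimulus applied at its EC90 after an EC20 pre-addition; B-score computed on integrated fluorescence ratio after choline addition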
# Target sequence (Q9GZV3 whole entry, looked up): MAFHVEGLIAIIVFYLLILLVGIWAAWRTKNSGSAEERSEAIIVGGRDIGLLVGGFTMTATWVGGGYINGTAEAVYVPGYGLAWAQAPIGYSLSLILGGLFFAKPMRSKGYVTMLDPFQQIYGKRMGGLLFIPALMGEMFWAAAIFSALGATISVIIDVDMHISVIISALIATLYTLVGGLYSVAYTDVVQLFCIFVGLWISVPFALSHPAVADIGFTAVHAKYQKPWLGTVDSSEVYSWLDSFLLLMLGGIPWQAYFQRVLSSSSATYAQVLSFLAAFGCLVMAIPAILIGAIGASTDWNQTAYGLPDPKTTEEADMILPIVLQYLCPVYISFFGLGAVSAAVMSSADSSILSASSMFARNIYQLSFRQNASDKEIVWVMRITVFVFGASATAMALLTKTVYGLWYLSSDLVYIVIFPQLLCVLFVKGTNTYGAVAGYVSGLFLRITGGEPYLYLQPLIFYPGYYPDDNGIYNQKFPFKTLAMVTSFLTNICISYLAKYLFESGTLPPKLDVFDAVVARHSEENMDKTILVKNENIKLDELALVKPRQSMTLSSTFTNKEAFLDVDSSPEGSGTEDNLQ
# CHT allo act: allosterically activates the human high affinity choline transporter | Q9GZV3 | CHT-expressing cells, membrane potential dye, choline EC20; active compounds read high; LV-AA mutant CHT in HEK293 cells | B-score at 10 µM | 0.49% of 310,000 active | AID 488977;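 active means initial fluorescence not abnormally high and integrated response B-score, plate-corrected, over 3 SD above library mean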
# Starred values were filed as active, the others as inactive; i = inactive.
SMILES,CHT block,CHT allo act
O=C(CS(=O)CC(=O)N(c1cccc(F)c1)C(C(=O)NC1CCCCC1)c1ccco1)Nc1ccc(F)cc1 (stereo unspecified),i,i
COc1cccc(-c2nnc(NC(=O)c3ccco3)s2)c1,i,i
CCCCC(=O)NC(=S)NNS(=O)(=O)c1ccccc1,i,i
O=C(Nc1cccnc1)c1c(F)c(F)c(F)c(F)c1F,i,i
CN(CCCC1CCCC1)C(=O)CC1C(=O)NCCN1Cc1ccc(F)cc1 (stereo unspecified),i,i
CC1(C)Oc2ccc(C(=O)N/N=C/c3ccc(O)cc3)cc2NC1=O,i,i
Nc1ncnc2nc(SCCC(=O)O)[nH]c12,i,i
N#Cc1c(-c2ccccc2)c(-c2ccccc2)nn(CC(=O)NNC(=O)Nc2ccc(Cl)cc2)c1=O,i,i
O=C(Nc1ccc2oc(-c3ccccc3)nc2c1)c1cccnc1,i,i
COc1cc(NC(=S)NCc2ccco2)cc(OC)c1OC,i,i
C=CC(=O)NC(C)(C)CCN1CCOCC1,i,i
Cn1cccc1C(=O)NC(=O)COC(=O)c1ccccc1O,i,i
CCCOc1ccc(/C=C/C(=O)OCC(=O)N(C)c2c(N)n(Cc3ccccc3)c(=O)[nH]c2=O)cc1OCC,i,i
CC(C)(C)c1ccc(NC(=O)CSc2nnc(-c3n[nH]c4ccccc34)o2)cc1,i,i
CC1(c2ccccc2Cl)NC(=O)N(CC(=O)Nc2ccc(N3CCCCC3)cc2)C1=O (stereo unspecified),i,i
COc1ccc(-c2cc(C(=O)NCc3ccco3)no2)cc1OC,i,i
CCOC(=O)C1=C(Nc2ccc(OC)cc2)OCC1=O,i,i
O=S(=O)(Nc1nc2c(s1)CCCC2)c1ccc2ccccc2c1,i,i
CCN1CCN(c2ccc(S(=O)(=O)N3CCCCC3)cc2NC(=O)COc2ccc(Cl)cc2)CC1,i,i
O=C(Nc1nnc(-c2ccccc2)s1)c1cccc(S(=O)(=O)N2CCOCC2)c1,i,i
COc1ccccc1-c1nnc(Sc2nc([N+](=O)[O-])nn2C)o1,i,i
CC(=O)Nc1cccc(C(=O)NC(C)c2ccc(-n3ccnc3)cc2)c1 (stereo unspecified),i,i
O=C1CC(=O)C(n2cncn2)C(c2cccc(Cl)c2)C1 (stereo unspecified),i,i
O=C(OCCOc1ccc(Br)cc1)c1ccc(Cl)c(S(=O)(=O)N2CCOCC2)c1,i,i
O=C(CCc1ccc(S(=O)(=O)N2CCOCC2)cc1)Nc1ccc(N2CCOCC2)cc1,i,i
# Continuation.
SMILES,CHT block,CHT allo act
CC(=O)N1CCN(c2ccc(NC(=O)c3cccc(Cl)c3)cc2)CC1,i,i
CCOC(=O)N1CCN(C(=O)Nc2ccc(NC(=O)N3CCN(C(=O)OCC)CC3)cc2)CC1,i,i
Cc1cccc(C)c1OC(=O)CN(c1ccc(Cl)cc1)S(C)(=O)=O,i,i
Cc1ccc(CN2CC(C(=O)Nc3nnc(SCc4c(Cl)cccc4Cl)s3)CC2=O)cc1 (stereo unspecified),i,i
Cc1csc(NC(=O)Nc2cccc(Cl)c2)n1,i,i
COc1ccc(S(=O)(=O)N2CCOCC2)cc1Cl,i,i
CCCc1cc(C(=O)N2CCN(C(c3ccccc3)c3ccccc3)CC2)no1,i,i
CCOc1ccc(NC(=O)C(CC)n2nc(C)c3c(C)n(-c4ccccc4)nc3c2=O)cc1 (stereo unspecified),i,i
O[C@@H](c1cc(C(F)(F)F)nc2c(C(F)(F)F)cccc12)[C@H]1CCCCN1,i,i
Cc1ccc(SCc2c(C(=O)N/N=C/c3cccnc3)nnn2-c2nonc2N)cc1,i,i
O=C(Nc1ccccn1)c1cccc(S(=O)(=O)N2CCOCC2)c1,i,i
C/C=C1\COC(C(=O)NCc2ccccc2)(C(F)(F)F)C=C1C=C1CCCCC1 (stereo unspecified),i,i
COc1cccc(CNC(=O)CN(c2cc(C)cc(C)c2)S(=O)(=O)c2c(C)noc2C)c1,i,i
CCOc1ccc2nc(N/C(N)=N/S(C)(=O)=O)nc(C)c2c1,i,i
CCCCCN(C(=O)CCC(=O)OCC(=O)N1CCCCC1)c1c(N)n(CCCC)c(=O)[nH]c1=O,i,i
Cc1cccc(N2CC(O)(c3cccs3)[N+]3=C2CCCC3)c1 (stereo unspecified),i,i
O=C1NC(=O)c2cc([N+](=O)[O-])cc3cccc1c23,i,i
CCOC(=O)NC(Nc1ccc(S(N)(=O)=O)cc1)(C(=O)OCC)C(F)(F)F (stereo unspecified),i,i
Cc1nn(-c2ccccc2)c(C)c1/C=N/NC(=O)c1cc(C23CC4CC(CC(C4)C2)C3)[nH]n1,-8.48*,i
CC(C)(C)C1CCC(=O)N(CCC#N)CC1 (stereo unspecified),i,i
COCCCNC(=O)/C(C#N)=C/c1cccc(NC(=O)c2ccccc2Cl)c1,i,i
Cc1csc(N(C(=O)CCNC(=O)c2ccc([N+](=O)[O-])cc2)c2ccccc2)n1,i,i
O=C(NCCc1ccc(Cl)cc1)C1CCN(S(=O)(=O)c2ccc(Br)s2)CC1,i,i
COC(=O)Cn1cc(C(=O)c2cccs2)c2ccccc21,i,i
N#Cc1ccccc1OCC(=O)N(C1CCCCC1)C1CCS(=O)(=O)C1 (stereo unspecified),i,i
# Additional structures:
SMILES,CHT block,CHT allo act
O=C(c1ccc(OC2CCN(CCc3ccccc3)CC2)cc1)N1CCCC1,i,i
Cc1ccc(Cn2c(O)c(N=O)c3ccccc32)cc1,i,i
CC(C)CCNC(=O)c1cc2c(s1)-c1ccccc1S(=O)(=O)C2,i,i
O=C(Cn1ncc2c(=O)oc3ccccc3c21)NCC1COc2ccccc2O1 (stereo unspecified),i,i
Cc1c(Cl)cccc1NC(=S)N1CCN(Cc2ccc3c(c2)OCO3)CC1,i,i
Cc1cccc(N2C(=O)C3C4C=CC(C4)C3C2=O)c1 (stereo unspecified),i,i
COc1ccccc1CC(=O)Nc1ncc(C)s1,i,i
COc1ccc(OC)c(NC(=O)Nc2cnccn2)c1,i,i
COc1ccccc1CNC(=O)COC(=O)c1ccc(C)c(S(=O)(=O)N2CCOCC2)c1,i,i
CCc1ccc(CN2CCCC(CNC(=O)c3cc(OC)cc(OC)c3)C2)cc1 (stereo unspecified),i,i
Cc1nc2ccc(NC(=O)c3ccco3)cc2nc1C,i,i
CCOC(=O)c1c(-c2ccc(C)cc2)csc1NC(=O)c1cc2ccccc2oc1=O,i,i
CCC(C)NCCOCCOc1ccc(F)cc1 (stereo unspecified),i,i
c1ccn2c(SCc3cn4ccsc4n3)nnc2c1,i,i
O=C(O)c1c(NC(=O)N2CCCC2)sc2c1CCCC2,i,i
Cc1csc(SCc2nnc(-c3ccc(Cl)cc3)o2)n1,i,i
O=C(N/N=C/c1c(Cl)cccc1Cl)c1n[nH]c2c1CCCC2,i,i
COc1ccc(C(=O)Nc2ccc(C3(C#N)CCCC3)cc2)cc1OC,i,i
CCC(=O)Nc1nonc1-c1nc2ccccc2n1CC(C)C,i,i
CCSc1nc2ccccc2n1CC(=O)N1CCOCC1,i,i
CCN(CC)C(=O)c1c2c(nc3ccccc13)-c1ccccc1CC2,i,i
CCc1n[nH]c(=S)n1/N=C/c1ccc(N(CC)CC)cc1,i,i
NC(=O)c1ccsc1NC(=O)COC(=O)Cc1cccc2ccccc12,i,i
O=C(CSc1nc2scc(-c3ccccc3)c2c(=O)[nH]1)N1CCOCC1,i,i
COc1cccc(CN2C(=O)c3cccc(N)c3C2=O)c1,i,i

# Reprinted at random: seven records from the list.
SMILES,CHT block,CHT allo act
Cc1cccc(N2C(=O)C3C4C=CC(C4)C3C2=O)c1 (stereo unspecified),i,i
COc1ccc(OC)c(NC(=O)Nc2cnccn2)c1,i,i
c1ccn2c(SCc3cn4ccsc4n3)nnc2c1,i,i
Cc1nc2ccc(NC(=O)c3ccco3)cc2nc1C,i,i
CCC(C)NCCOCCOc1ccc(F)cc1 (stereo unspecified),i,i
COc1ccc(C(=O)Nc2ccc(C3(C#N)CCCC3)cc2)cc1OC,i,i
NC(=O)c1ccsc1NC(=O)COC(=O)Cc1cccc2ccccc12,i,i

# The results go on.
SMILES,CHT block,CHT allo act
C=CCc1ccc(OCCOc2cccc(/C=N/n3cnnc3)c2)c(OC)c1,i,i
Cc1ccc(OCCC(=O)Nc2ccccc2C(=O)N2CCCCC2)cc1,i,i
Cc1ccc(C)c(N2CCN(C(=O)CCS(=O)(=O)c3ccc4c(c3)NC(=O)C(C)S4)CC2)c1 (stereo unspecified),i,i
CCOC(=O)Cc1nnc(NC(=O)C2CCCCC2)s1,i,i
Cc1cccc(C(=O)NCC(=O)OCC(=O)c2ccc(Cl)s2)c1,i,i
CCCOc1ccc(CCC(=O)N/N=C/c2ccc([N+](=O)[O-])o2)cc1,i,i
NS(=O)(=O)c1cccc(NC(=O)Nc2ccccc2)c1,i,i
COc1ccc(OC)c(S(=O)(=O)N2CCCC(C(=O)NCCN3CCOCC3)C2)c1 (stereo unspecified),i,i
COc1ccnc(Oc2ccccc2)c1C(=O)N/C=N/OCc1ccccc1F,i,i
CN(Cc1c(F)cccc1Cl)C(=O)c1ccc(COc2ccccc2)cc1,i,i
O=C(N/N=C/c1ccncc1)c1ccccc1,i,i
O=C1C2C3C=CC(C2C(=O)N1c1ccc(O)cc1)C1C2C(=O)N(c4ccc(O)cc4)C(=O)C2C31 (stereo unspecified),i,i
CS(=O)(=O)N(CC(=O)Nc1cccc(Cl)c1)c1ccccc1Cl,i,i
O=C(NC1CCCCC1)C(c1ccc2ncccc2c1)N(Cc1cccs1)C(=O)c1cccs1 (stereo unspecified),-5.46*,i
N#Cc1cccc(C(=O)Nc2cccc(S(=O)(=O)N3CCCC3)c2)c1,i,i
CCc1noc(C)c1C(=O)Nc1cc(C(F)(F)F)ccc1-n1cncn1,i,i
COc1ccnc(N2CCN(c3ccccc3)CC2)c1C#N,-8.33*,i
OC[C@@H](O)[C@@H](O)[C@H](O)[C@H](O)CO,i,i
CCOC(=O)N1CCN(C(=O)c2cn(C)c3ccc(S(=O)(=O)N(CC)CC)cc3c2=O)CC1,i,i
C=C(C)Cn1c(SCC(=O)O)nnc1-c1ccc(OC)cc1,i,i
COC(=O)/C=c1\sc2n(c1=O)C(C)=CC(C)(C)N=2,i,i
NC(=O)C1CC(=O)N(c2ccc(OCC(=O)NCc3ccccc3)cc2)C1 (stereo unspecified),i,i
C/C(=C/C(=O)Nc1cccc(F)c1)N1CCCC1,i,i
O=C(N/N=C/c1ccco1)c1ccc(C(=O)N/N=C/c2ccco2)o1,i,i
O=C(NCCN1C(=O)CCC1=O)c1ccncc1,i,i

# Whole records as entered above. Values in the order: CHT block, CHT allo act
# Entry for `C=CCc1ccc(OCCOc2cccc(/C=N/n3cnnc3)c2)c(OC)c1` : i, i
# Entry for `CCc1noc(C)c1C(=O)Nc1cc(C(F)(F)F)ccc1-n1cncn1` : i, i
# Entry for `C/C(=C/C(=O)Nc1cccc(F)c1)N1CCCC1` : i, i
# Entry for `Cc1cccc(C(=O)NCC(=O)OCC(=O)c2ccc(Cl)s2)c1` : i, i
# Entry for `O=C1C2C3C=CC(C2C(=O)N1c1ccc(O)cc1)C1C2C(=O)N(c4ccc(O)cc4)C(=O)C2C31` (stereo unspecified) : i, i

# (continued)
SMILES,CHT block,CHT allo act
Cc1cc(=O)n2c3ccccc3n(C)c2n1,i,i
O=C(CCCC(=O)N1CCCc2ccccc21)N1CCCc2ccccc21,i,i
N#Cc1cc2c(N)c(C(=O)Nc3ccccc3)sc2nc1N,i,i
CC(=O)OCCn1c2nc(=O)[nH]c(=O)c-2nc2cc(C)c(C)cc21,i,i
COc1ccccc1/C=N\NC(=O)c1ccc(COc2ccc(C)c(C)c2)o1,i,i
O=C(c1ccc([N+](=O)[O-])cc1)N(Cc1ccc(Br)cc1)N1C(=O)CCCC1=O,i,i
Clc1ccc(CSC2=NCCCN2)cc1Cl,i,i
CC(C)(C)Cc1nc(-c2ccc(Cl)cc2)no1,i,i
Cc1ccc(S(=O)(=O)N2CCC(=O)N(CCOCc3cccc(C(F)(F)F)c3)CC2)cc1,i,i
CCOC(=O)CSC1=C(C#N)C(c2ccc(F)cc2)C(C(C)=O)=C(C)N1 (stereo unspecified),i,i
N#C/C(=C\c1c[nH]c2ccccc12)c1nnc2n1CCCCC2,i,i
Cc1onc(-c2ccccc2)c1C(=O)NC(=S)Nc1sc2c(c1C#N)CCCC2,i,i
CCOc1cc(/C=C2\SC(=O)N(CC(=O)Nc3ccccc3F)C2=O)cc([N+](=O)[O-])c1O,i,i
Cc1cc(C)n(CC(O)CN(c2ccccc2)S(=O)(=O)c2ccc3ccccc3c2)n1 (stereo unspecified),i,i
Cc1ccccc1S(=O)(=O)c1cc(C#N)c(=O)[nH]c1N,i,i
CCOC(=O)c1cc(CC)sc1/N=C/C1C(=O)CCCC1=O,i,i
CCOc1ccc2c(c1)c(N=O)c(O)n2C,i,i
O=C(NC1CCCC1)C(NS(=O)(=O)c1cccc2nsnc12)c1ccccc1 (stereo unspecified),i,i
Cc1cccc(C(=O)Oc2ccccc2C(=O)N2CCOCC2)c1,i,i
CCN(CC(=O)Nc1c(F)cccc1F)C(=O)c1cc(S(=O)(=O)N2CCOCC2)ccc1N1CCCC1,i,i
CCc1cc(C(=O)NCC(c2cccs2)N2CCOCC2)sc1C (stereo unspecified),i,i
Cn1c(=O)c2c(-c3ccccc3)n(N3CCOCC3)cc2n(C)c1=O,i,i
CCN(CC)S(=O)(=O)c1cccc(C(=O)/C=C2/N(C)c3ccccc3C2(C)C)c1,i,i
CCN(CC)C(=O)CSc1nc2cc(OC)c(OC)cc2c(=O)n1Cc1ccc(Cl)cc1,i,i
CCN(CC)c1ccc(NC(=O)c2ccc(Cl)nc2)cc1,i,i
Cc1cc(NC(=O)c2cccs2)cc(-c2nc3ncccc3o2)c1O,i,i
CCc1[nH]c(=O)[nH]c1C(C)S(=O)(=O)c1ccc(C)cc1 (stereo unspecified),i,i

# An excerpt of these results, bar-delimited.
smiles | CHT block | CHT allo act
O=C(NC1CCCC1)C(NS(=O)(=O)c1cccc2nsnc12)c1ccccc1 (stereo unspecified) | i | i
Cc1cccc(C(=O)Oc2ccccc2C(=O)N2CCOCC2)c1 | i | i

# Screening data as filed in PubChem BioAssay.
